TEAD-YAP block: TEAD-YAP interaction inhibition; inhibition, % at 9.12 µM; HEK-TIYL cells, TEAD-Gal4/YAP UAS-luciferase luminescence; AID 1259422; 640,000 compounds, 1.4% hits; in the data active = inhibition above about 32%;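 also: 0% = median of test compound wells and 100% = reference inhibitor wells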
GPR151 ag: activates the human receptor GPR151. Q8TDV0. PathHunter beta-arrestin GPR151 cells, luminescence. activation, % at 11.2 µM. 650,000 compounds, 1% hits; in the data active = activation above about 4.9%;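 also: 0% = median of compound wells and 100% = cells with positive control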
Target sequence (Q8TDV0 whole entry, looked up): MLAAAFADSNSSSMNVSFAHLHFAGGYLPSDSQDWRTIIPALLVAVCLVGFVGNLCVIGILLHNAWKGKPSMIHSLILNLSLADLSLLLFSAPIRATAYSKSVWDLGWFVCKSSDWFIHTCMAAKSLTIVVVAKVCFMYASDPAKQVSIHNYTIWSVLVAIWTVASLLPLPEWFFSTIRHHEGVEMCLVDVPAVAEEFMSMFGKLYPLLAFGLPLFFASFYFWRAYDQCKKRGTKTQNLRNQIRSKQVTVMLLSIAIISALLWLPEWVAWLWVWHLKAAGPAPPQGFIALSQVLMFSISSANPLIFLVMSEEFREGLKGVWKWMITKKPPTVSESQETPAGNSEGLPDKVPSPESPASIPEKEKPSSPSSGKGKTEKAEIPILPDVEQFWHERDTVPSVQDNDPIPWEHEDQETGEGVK
FBW7 act: activators of human E3 ligase FBW7 | AlphaScreen FBW7–phospho-cyclin E peptide binding, activator screen | normalized activity (activation), % at 26.1 µM | 650,000 compounds, 0.13% hits | AID 1259310; in the data active = normalized activity above about 1.9%;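 also: purified mutant Fbw7 with reduced substrate affinity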
MITF primary: human MITF inhibition, primary screen; inhibition, % at 2.6 µM; O75030; AlphaScreen MITF homodimerization, bead proximity signal; 650,000 compounds, 0.91% hits; in the data active = inhibition above about 50%;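 also: 0% = vehicle wells with protein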
Target sequence (O75030 whole entry, looked up): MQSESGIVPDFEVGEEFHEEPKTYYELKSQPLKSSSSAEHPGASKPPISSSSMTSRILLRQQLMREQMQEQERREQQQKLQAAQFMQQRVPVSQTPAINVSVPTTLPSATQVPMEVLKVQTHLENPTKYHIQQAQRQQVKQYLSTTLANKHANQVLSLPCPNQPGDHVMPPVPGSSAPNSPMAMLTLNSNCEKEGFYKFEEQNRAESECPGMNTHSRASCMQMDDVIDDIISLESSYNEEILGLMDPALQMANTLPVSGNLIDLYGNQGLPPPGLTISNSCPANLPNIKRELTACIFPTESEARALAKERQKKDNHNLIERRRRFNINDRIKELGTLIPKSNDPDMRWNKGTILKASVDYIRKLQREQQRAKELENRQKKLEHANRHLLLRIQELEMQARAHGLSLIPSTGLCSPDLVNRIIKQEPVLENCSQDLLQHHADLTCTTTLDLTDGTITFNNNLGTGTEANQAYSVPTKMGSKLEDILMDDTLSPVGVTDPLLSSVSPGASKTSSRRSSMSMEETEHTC
The depositor's hits bear a star; nt = not tested or not shown.

SMILES | TEAD-YAP block | GPR151 ag | FBW7 act | MITF primary
OC(CNCCc1ccccc1)Cn1c2ccccc2c2ccccc21 (configuration not stated) | -4.8 | 2.4 | -0.1 | 3.2
CC(=O)NC(=S)Nc1ccccc1C(=O)Nc1ccccc1 | 21.1 | 0.5 | 0.0 | -1.3
Cc1ccc(C(=O)Nc2ccc(-c3noc(-c4ccc(Br)o4)n3)cc2)cc1[N+](=O)[O-] | 3.5 | -0.8 | 0.2 | -2.6
CCN1C(=O)/C(=C\c2ccc(OC)cc2)SC1=S | 6.6 | -0.3 | -0.2 | 5.2
O=C(CN1CCN(Cc2ccc(Br)cc2)CC1)N1CCOCC1 | -4.0 | 1.0 | -0.1 | 1.8
CCOC(=O)c1c(N2C(=N)SCC2=O)sc2c1CCC(C(C)(C)C)C2 (configuration not stated) | -0.1 | 2.8 | -0.1 | 10.6
CCOC(=O)c1c(C)[nH]c(C=C2C(=O)CC(C)(C)CC2=O)c1O | -3.6 | -0.4 | 0.1 | 15.4
COc1ccccc1N=c1scc(C)n1CCCN1CCOCC1 | -6.5 | -0.9 | -0.2 | 11.2
CC1CCc2c(sc(NC(=O)c3ccccc3Cl)c2C(=O)N2CCCCCC2)C1 (configuration not stated) | -15.4 | -0.3 | 0.1 | -12.9
COCn1c(COc2cc(C)ccc2C(C)C)nc2ccccc21 | -6.4 | 0.1 | 0.1 | -8.8
COCCn1nnnc1C(c1ccc(F)cc1)N1CCN(Cc2ccccc2OC)CC1 (configuration not stated) | 3.2 | 0.5 | 0.0 | 8.8
CC(=O)COC(=O)C1CC(=O)N(c2ccc(C)c(C)c2)C1 (configuration not stated) | -1.8 | 0.1 | 0.0 | -2.9
O=C(Nc1ccc(Br)cc1)c1cc(-c2cccnc2)on1 | 4.1 | -0.4 | -0.1 | -8.9
O=c1c(-c2cccs2)[n+]([O-])c2ccccc2n1OCc1ccccc1F | -10.3 | 1.7 | 0.5 | -13.1
O=C(CN(C(=O)c1csnn1)c1ccccc1-c1ccccc1)NC1CCCC1 | 5.5 | -0.4 | 0.2 | 3.3
O=C(CN(Cc1ccc(Cl)cc1)S(=O)(=O)c1ccccc1)N1CCCCCC1 | 5.0 | -0.9 | 0.1 | 12.8
CC(=O)N1CCc2cc(Br)cc(S(=O)(=O)Nc3ccc(C)c(Cl)c3)c21 | 2.2 | -0.9 | 0.1 | -8.2
CC(C)CCN1CCNC(=O)C1CC(=O)NCCc1ccc(F)cc1 (configuration not stated) | 10.3 | 0.5 | 0.0 | -4.0
COc1ccccc1NC(=O)COc1ccc(Br)c(C)c1 | -6.6 | -0.4 | -0.3 | -1.3
Cc1ccc(NC(=O)c2ccc(Br)o2)cc1Cl | -55.1 | -2.4 | 0.0 | 0.7
Cc1ccc(N2CCN(S(C)(=O)=O)CC2)nn1 | -9.1 | -2.2 | -0.1 | -3.1
Cc1cc(=O)n2c3ccccc3n(CC(O)CN3CCN(CCO)CC3)c2c1C#N (configuration not stated) | 9.2 | 1.8 | -0.1 | 1.6
O=C(CCN1C(=O)c2ccccc2S1(=O)=O)NC1CCCC1 | 1.2 | 0.7 | 0.8 | 13.7
COc1ccc(CNCCC2CCC(=O)N2CC2OCCc3ccccc32)cc1 (configuration not stated) | 7.2 | 0.3 | 1.2 | 25.3

Pulled one by one from the entries so far:
SMILES | TEAD-YAP block | GPR151 ag | FBW7 act | MITF primary
CC(=O)COC(=O)C1CC(=O)N(c2ccc(C)c(C)c2)C1 (configuration not stated) | -1.8 | 0.1 | 0.0 | -2.9
Cc1ccc(C(=O)Nc2ccc(-c3noc(-c4ccc(Br)o4)n3)cc2)cc1[N+](=O)[O-] | 3.5 | -0.8 | 0.2 | -2.6

(next part)
SMILES | TEAD-YAP block | GPR151 ag | FBW7 act | MITF primary
COc1cc(/C=C2\SC(=S)NC2=O)ccc1OCC(=O)NCc1ccccc1 | 0.7 | 1.3 | 0.2 | 8.3
O=C(Oc1ccc(C(=S)N2CCCCC2)cc1)c1ccc(Cl)cc1 | 5.1 | -0.4 | 0.0 | 0.3
O=C(O)CC(NC(=O)c1ccccc1Cl)c1ccccc1 (configuration not stated) | 3.6 | 0.7 | 0.2 | 0.5
CC1CCN(c2nnc(-c3ccccc3)c3ccccc23)CC1 | -4.9 | 0.0 | 0.3 | 13.4
CCCc1nc(SCc2ccccc2Cl)n[nH]1 | -6.3 | 0.8 | -0.1 | -4.9
COCCNC(=O)c1c(NC(=O)c2nc(SC)ncc2Cl)sc2c1CCCC2 | -6.3 | 0.7 | -0.1 | 3.9
Cc1ccc(-n2cc(C(=O)N3CCCC3)c3ccccc3c2=O)cc1C | -1.9 | -0.2 | -0.1 | 8.7
CC(=O)N1CCN(c2ccccc2NC(=O)c2ccc(C)cc2)CC1 | 2.4 | 0.0 | 0.5 | -0.1
CCOCN(C(=O)Cn1c(COc2cc(C)ccc2C(C)C)nc2ccccc21)c1c(C)cccc1CC | -3.4 | -0.7 | 0.0 | -4.9
COc1ccccc1N1CCN(CC(=O)Nc2ccc(CN3CCCCC3)cc2)CC1 | 5.8 | 0.7 | -0.1 | 31.4
CCc1c(C)sc2ncn3c(=O)n(Cc4ccncc4)nc3c12 | -6.3 | 0.8 | -0.2 | -2.0
Nc1ncnc2nc(SCC(=O)Nc3nc4ccccc4s3)[nH]c12 | 0.7 | 0.5 | 0.0 | 1.3
COC(=O)CN1c2ccccc2NC2=C(C(=O)CC(C)(C)C2)C1c1ccc(OC)cc1 (configuration not stated) | 20.8 | 0.8 | 0.1 | 9.8
COc1cccc(CNC(=O)c2c(-c3ccccc3)nc3ccccn23)c1 | -29.4 | -1.3 | -0.3 | -4.3
Cc1cc(C)n2nc(SCC(=O)N(C(C)C)C(C)C)nc2n1 | -3.3 | -1.4 | 0.8 | 8.7
COC(=O)C1=C(C(=O)OC)[C@@H]2N(C)c3ccc(OC)cc3[C@@]23C[C@@H](C(=O)OC)N(C(=O)NCCBr)C3=N1 | nt | -1.2 | 0.0 | 3.6
CCOc1ccc(-n2c(-c3ccccc3)c[n+]3c2CCCCC3)cc1 | 65.6* | -0.6 | 0.1 | 19.2
O=C1c2cc(N3CCOCC3)c([N+](=O)[O-])cc2C(=O)N1Cc1cccs1 | 2.8 | -1.3 | -0.2 | 10.5
CCOC(=O)N1CCN(C(=O)CSc2nc(-c3ccc(C)cc3)ns2)CC1 | -8.3 | -0.3 | 1.0 | 17.5
O=S(=O)(Nc1ccc(F)cc1)c1ccc2nc(-c3ccccc3)[nH]c2c1 | 19.1 | 0.3 | 0.1 | 4.1
O=S(=O)(c1ccc(N2CCNCC2)cc1)N1CCCC1 | 9.7 | -0.1 | 0.3 | 23.2
COc1ccc(OC)c(S(=O)(=O)c2cc3cc(OC)ccc3oc2=O)c1 | -7.2 | -0.6 | 0.5 | 13.6
O=C(/C=C/c1cccc([N+](=O)[O-])c1)NCc1ccc2c(c1)OCO2 | 3.0 | 1.4 | 0.1 | 7.8
CCN1CCN(Cc2ccc(OC)c3ccccc23)CC1 | 0.3 | -0.2 | 0.1 | 30.6
COc1cccc(-c2nc3ccccc3c(=O)n2NC(=O)c2cc(OC)c(OC)c(OC)c2)c1 | -1.7 | -1.3 | 0.1 | 2.9
CS(=O)(=O)c1ccc(NC2CCCc3ccccc32)c([N+](=O)[O-])c1 (configuration not stated) | 1.4 | 0.9 | -0.3 | -2.0
COc1ccc(S(N)(=O)=O)cc1C(=O)OCCCC(=O)c1ccccc1 | -11.3 | 0.8 | -0.1 | 0.1
O=C(COc1ccccc1Cl)Nc1cccc2c1C(=O)N(c1ccccc1)C2=O | 8.4 | 0.3 | 0.0 | 5.4
COc1c(S(=O)(=O)N2CCN(Cc3ccccc3)CC2)ccc(Cl)c1Cl | -4.2 | 0.5 | -0.1 | -5.3
CC(NC(=O)c1ccco1)C(=O)N1CCc2ccccc2C1 (configuration not stated) | -12.5 | 1.2 | -0.1 | 2.0
O=C1c2ccccc2NC(c2ccc3c(c2)OCO3)N1c1ccccc1 (configuration not stated) | -16.0 | -1.7 | 0.0 | 3.6
CCOC(=O)C(=CNc1cccc(NC(C)=O)c1)C(=O)OCC | -1.6 | -1.0 | 0.4 | 15.6
Cc1ccc(C)c(OC(C)C(=O)NCCOc2cc(N3CCCC3)ncn2)c1 (configuration not stated) | -5.2 | 2.1 | 0.2 | 13.5
Oc1ccc(Br)cc1C=Nc1ccccc1N1CCOCC1 | -22.2 | -1.1 | 0.1 | 11.0
COc1ccccc1C(=O)Nc1ccccc1C(C)C | 1.2 | -0.4 | -0.1 | -1.3
Clc1ccc(-c2cc(-c3nc(Cc4cccs4)no3)c3ccccc3n2)cc1 | -2.3 | 1.3 | 0.0 | -4.6

Ordered by molar mass (rising): some entries from above
SMILES | TEAD-YAP block | GPR151 ag | FBW7 act | MITF primary
COc1ccccc1C(=O)Nc1ccccc1C(C)C | 1.2 | -0.4 | -0.1 | -1.3
O=C1c2ccccc2NC(c2ccc3c(c2)OCO3)N1c1ccccc1 (configuration not stated) | -16.0 | -1.7 | 0.0 | 3.6
Clc1ccc(-c2cc(-c3nc(Cc4cccs4)no3)c3ccccc3n2)cc1 | -2.3 | 1.3 | 0.0 | -4.6

Other records
SMILES | TEAD-YAP block | GPR151 ag | FBW7 act | MITF primary
O=C(NC(=S)Nc1ccc(NC(=O)c2cccs2)cc1)c1cc2ccccc2o1 | -5.5 | 0.0 | 0.0 | -6.4
O=S(=O)(CCOc1ccccc1)N1CCOCC1 | -0.8 | -0.3 | -0.1 | -4.8
CCCN(CCC)S(=O)(=O)c1ccc(C(=O)Nc2nc(-c3ccc(Br)cc3)cs2)cc1 | -0.8 | -1.6 | 0.1 | -8.3
Cc1nc(CCNC(=O)CC2C(=O)NCCN2C2CCCC2)sc1C (configuration not stated) | -3.1 | -0.5 | -0.1 | 10.2
O=C(CSCC(=O)N1CCCC1)Nc1nc(-c2ccccc2)c(-c2ccccc2)s1 | -12.1 | 0.7 | 0.0 | 7.0
O=C(NC1CC1)c1cc2sccc2n1Cc1ccccc1 | -4.7 | 0.2 | 0.3 | 5.3
O=c1cc(Nc2cccc3ccccc23)[nH]c(=O)[nH]1 | -1.5 | 1.5 | 0.6 | 17.2
FC(F)(F)c1n[nH]c(=S)n1Cc1ccccc1 | -5.0 | -1.4 | 0.0 | -0.1
Cc1ccccc1NC(=O)Nc1ccnn1C1CCN(Cc2cccc(F)c2F)CC1 | 21.1 | 2.6 | 0.0 | 10.3
COc1cccc(CSc2nc(-c3cccs3)cc(-c3ccc(Cl)cc3)c2C#N)c1 | 0.6 | -1.7 | -0.1 | -7.2
O=C(OCC(=O)N1CCCC1)c1cncc(Br)c1 | 11.1 | -0.3 | -0.1 | -7.5
C=CCc1c(C)nc(Sc2c(-c3ccccc3)c3ccc(Cl)cc3[nH]c2=O)[nH]c1=O | 9.6 | 2.1 | 0.2 | 3.5
O=C1CCC(CCC(=O)N2CCC(c3nc4ccccc4[nH]3)CC2)(Cc2cccs2)N1 (configuration not stated) | -1.8 | -0.4 | 0.0 | 23.4
O=C(Nc1ccc2c(c1)OCCO2)c1n[nH]c(=O)c2ccccc12 | -57.4 | -4.3 | 0.2 | 1.5
C=CCN=c1scc(-c2ccc(O)c(C(N)=O)c2)n1/N=C/c1cccc([N+](=O)[O-])c1 | -20.4 | 2.4 | -0.2 | -11.5
Cc1cc(C)c(C#N)c(SCS(=O)Cc2ccc(Cl)cc2)n1 (configuration not stated) | 13.4 | -1.0 | 0.2 | 12.7
COc1ccc(-c2cc3cc(OC)c(OC)cc3c(Cc3cccc4ccccc34)n2)cc1 | -0.4 | -1.8 | 1.3 | 9.5
O=C1NC2(CCN(C(=O)C3(c4ccccc4)CCCC3)CC2)Nc2ccccc21 | -1.2 | -0.3 | 0.1 | 1.0
CCCOc1ccc(C(=O)N2CCN(c3ccc([N+](=O)[O-])cc3)CC2)cc1 | 1.2 | 0.4 | -0.1 | -5.4

Whole records, quoted from the list.
COc1ccc(-c2cc3cc(OC)c(OC)cc3c(Cc3cccc4ccccc34)n2)cc1 as listed: TEAD-YAP block = -0.4; GPR151 ag = -1.8; FBW7 act = 1.3; MITF primary = 9.5
O=C1CCC(CCC(=O)N2CCC(c3nc4ccccc4[nH]3)CC2)(Cc2cccs2)N1 (configuration not stated) as listed: TEAD-YAP block = -1.8; GPR151 ag = -0.4; FBW7 act = 0.0; MITF primary = 23.4
O=C1NC2(CCN(C(=O)C3(c4ccccc4)CCCC3)CC2)Nc2ccccc21 as listed: TEAD-YAP block = -1.2; GPR151 ag = -0.3; FBW7 act = 0.1; MITF primary = 1.0
